NadD inh: NadD (S. aureus) enzyme inhibition | hit rate 0.78% among 360,000 | purified NadD enzyme, colorimetric absorbance read-out | inhibition, % at 20 µM; in the data active means inhibition above about 26%; further: some compounds past the cut are filed as inactive
Rpn11 block: inhibitors of human proteasome Rpn11; O00487; human 26S proteasome, Ub4-pepOG fluorescence polarization; 20S core pre-blocked with epoxomicin; calls only at 20 µM; hit rate 0.59% among 360,000; AID 588493;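 active means inhibition at 20 µM, scaled to each plate's controls, above about 33%, limit read from the data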
FAS-TE inh: FAS thioesterase (human) inhibition; recombinant FAS-TE, OMFH fluorogenic substrate, fluorescence endpoint; inhibition, % at 15 µM; hit rate 0.67% among 360,000; AID 602261;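 active means compounds whose normalised, plate-corrected inhibition of enzyme fluorescence in the single-dose primary screen is 50% or more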;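 further: 0% = DMSO with enzyme and 100% = substrate without enzyme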
CSN inh: inhibitors of human CSN-mediated cullin deneddylation | Q92905 | Purified CSN, SCF-Nedd8-OG deneddylation, fluorescence polarization | inhibition, % at 12.5 µM | hit rate 0.38% among 360,000;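 active means pattern-corrected inhibition above about 35%, with an unprinted fluorescence ratio check between 0.5 and 1.5, limit read from the data, passing the limit was not always enough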;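 further: 0% = enzyme with substrate and 100% = substrate without enzyme; some results filed as inactive read as strong as hits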
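Material: human Csn5 produced in HEK293T cells; Input: enzyme 0.24 nM; Reagent: SCFSkp2-Nedd8OG substrate at 10 nM final; Dosing: 12.5 µM compound; Incubation: 90 min reaction at room temperature; Detection: fluorescence polarization of the substrate; Evaluation: % inhibition of substrate cleavage by Csn5; Control set: substrate-only high control, full reaction low control.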
Rin1-Abl PPI inh: inhibitors of human Rin1-Abl protein interaction. AID 588664. TR-FRET Rin1/Abl binding, biochemical. hit rate 0.4% among 360,000. P00519+Q13671. inhibition, % at 7.35 µM; in the data active means inhibition above about 5%, passing the limit was not always enough
MT1-MMP act inh: MT1-MMP (human) activation inhibition. P50281. HT1080 RFP-PRO-GFP cells, GFP/RFP ratio fluorescence, overnight; percent of plate control window, DMSO zero. GFP/RFP ratio change, % at 20 µM. hit rate 0.061% among 360,000;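 active means GFP/RFP ratio change of at least 30% with cell ATP level not reduced by more than half and red fluorescence within 50% of control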; further: strong numbers were not always called active
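Material – HT1080 RFP-PRO-GFP cells · Control set – DMSO wells and RFP-L50D-GFP cells · Incubation – overnight cell settling, then overnight compound exposure, 37 °C, 5% CO2 · Compound dosing – single-point 20 µM compound, 1% DMSO · Read-out – GFP/RFP fluorescence ratio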
Neddyl block: cullin neddylation inhibition | hit rate 0.58% among 360,000 | AID 651699 | calls only at 25 µM | TR-FRET cullin neddylation, biochemical | P61081+Q13564; in the data active means inhibition above about 36%
MLLE-PAM2 inh: inhibitors of microRNA-mediated deadenylation, human PABP1 MLLE binding; AID 588489; hit rate 0.36% among 360,000; inhibition, % at 20 µM; GST-MLLE / FITC-PAM2 fluorescence polarization; in the data active means inhibition above about 35%, passing the limit was not always enough;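 further: plate controls were DMSO wells with GST-MLLE for no effect and wells lacking GST-MLLE protein for full effect; some results filed as inactive read as strong as hits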
SKN-1 block: inhibitors of C. elegans SKN-1; C. elegans VP596 Pgst-4::GFP/RFP ratio, acrylamide-induced, 24 h; inhibition, % at 21.8 µM; hit rate 0.49% among 360,000;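 active means interference check ratio from 0.5 to 1.5 plus GFP to RFP signal ratio inhibition reaching or exceeding a fixed threshold, cut at about 30% in these data, passing the limit was not always enough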; further: some compounds called inactive have numbers as strong as hits
* marks the source's active call; other numbers are inactive results; i = inactive; . = no result given; & = joins results of further samples.

SMILES	NadD inh	Rpn11 block	FAS-TE inh	CSN inh	Rin1-Abl PPI inh	MT1-MMP act inh	Neddyl block	MLLE-PAM2 inh	SKN-1 block
COc1ccc(NS(=O)(=O)c2cc(-c3cnc(C4CC4)o3)ccc2C)cc1	0	i	12	2	-2	-8	i	0	16
N#Cc1ccc(CN2CCN(C(=O)c3ccc(S(=O)(=O)N4CCCCCC4)cc3)CC2)cc1	9	i	-4	0	-1	0	i	6	3
COc1ccc(OCC(=O)OCC(=O)N2CC(=O)Nc3ccccc32)cc1	-2	i	-2	5	-3	-1	i	7	-8
Cc1ccc(-c2c[nH]c(=S)n2-c2ccccc2)cc1	13	i	-5	2	0	0	i	-20	8
CCCC(c1nnnn1CS(=O)(=O)c1ccc(C)cc1)N1CCN(c2ccc(F)cc2)CC1 (configuration not stated)	-1	i	26	4	0	-7	i	-14	7
Cc1csc2c(NC3CCN(Cc4ccccc4)CC3)ncnc12	-5	i	-4	0	5.6*	7	i	8	14
CCCn1c(N)c(N(CCOC)C(=O)/C=C/c2cccc(Cl)c2)c(=O)[nH]c1=O	1	i	-3	-4	0	2	i	11	3
CCCN(CC(=O)Nc1ccccc1C)C(=O)C1CCN(S(=O)(=O)c2cccc(C(F)(F)F)c2)CC1	5	i	2	2	-2	0	i	-2	0
Cc1noc(C)c1CSc1nc2sc(C)c(C)c2c(=O)n1C1CCCC1	3	i	14	-3	2	-1	i	2	4
CSc1ccccc1C(=O)OCC(=O)Nc1ccc(N2CCOCC2)cc1	-1	i	-1	-9	-1	1	i	6	-4
CCCS(=O)(=O)N1CCN(C(=O)c2ccccc2F)CC1	8	i	-4	2	2	0	i	5	-8
Cc1ccc(C)c(CSC2=NCCN2C(=O)Cc2ccc([N+](=O)[O-])cc2)c1	16	i	38	-14	-2	8	i	-5	5
Cc1ccc(C(=O)NCC(C)NC(=O)c2ccc(C)c([N+](=O)[O-])c2)cc1[N+](=O)[O-] (configuration not stated)	-10	i	30	9	1	2	i	5	17
ON=C(CCc1ccccc1)c1ccccc1	2	i	0	1	3	1	i	11	-4
CCc1cc(=O)oc2c3c(cc(OCC(=O)NC4CC4)c12)OC(C)(C)CC3	-1	i	0	-1	-1	7	.	11	7

Single records (already shown). Screens in order: NadD inh	Rpn11 block	FAS-TE inh	CSN inh	Rin1-Abl PPI inh	MT1-MMP act inh	Neddyl block	MLLE-PAM2 inh	SKN-1 block
`CSc1ccccc1C(=O)OCC(=O)Nc1ccc(N2CCOCC2)cc1` is listed as -1	i	-1	-9	-1	1	i	6	-4
`Cc1ccc(C)c(CSC2=NCCN2C(=O)Cc2ccc([N+](=O)[O-])cc2)c1` is listed as 16	i	38	-14	-2	8	i	-5	5
`COc1ccc(OCC(=O)OCC(=O)N2CC(=O)Nc3ccccc32)cc1` is listed as -2	i	-2	5	-3	-1	i	7	-8
`N#Cc1ccc(CN2CCN(C(=O)c3ccc(S(=O)(=O)N4CCCCCC4)cc3)CC2)cc1` is listed as 9	i	-4	0	-1	0	i	6	3
`Cc1ccc(-c2c[nH]c(=S)n2-c2ccccc2)cc1` is listed as 13	i	-5	2	0	0	i	-20	8

Further records
SMILES	NadD inh	Rpn11 block	FAS-TE inh	CSN inh	Rin1-Abl PPI inh	MT1-MMP act inh	Neddyl block	MLLE-PAM2 inh	SKN-1 block
COc1cc(OC)cc(C(=O)NCCN2C(=O)S/C(=C\c3cccs3)C2=O)c1	-16	i	13	10	0	2	i	-12	-5
O=C(Nc1cc(-c2ccccc2)nn1-c1c(Cl)cccc1Cl)c1ccc(F)cc1	-1	i	21	-3	4	0	i	8	-4
CC(=O)Nc1cc2nn(-c3ccccc3)nc2cc1Cl	-8	i	-4	2	-3	2	i	-18	-3
COc1ccc(N2CCN(C(=O)c3cn(C)c4ccc(S(=O)(=O)N5CCOCC5)cc4c3=O)CC2)cc1	2	i	-7	-3	-1	-1	i	-1	15
Clc1ccc(OCc2nnnn2-c2ccccc2)cc1	-8	i	16	-2	2	3	i	-3	25
CCCCCCCCS(=O)C1CCS(=O)(=O)C1 (configuration not stated)	-5	i	7	-7	-4	0	i	18	-17
Cc1ccc2oc(=S)n(C)c2c1	-2	i	2	1	0	3	i	1	-3
O=C(c1ccc(=O)[nH]c1)N1CCN(S(=O)(=O)c2ccc3ccccc3c2)CC1	2	i	-4	-1	0	2	i	7	10
O=C(OCC#CCSc1nnc(-c2cccc3ccccc23)o1)c1ccc(Cl)cc1	-5	i	21	-2	-3	15	.	-66	-1
CCc1cccc(NC2c3ccccc3C(=O)N2c2cccnc2)c1 (configuration not stated)	-5	i	2	-2	0	3	i	17	-5
COc1ccc(-c2noc(CN3CCOCC3)n2)cc1OC	0	i	-8	7	-2	3	i	-5	-9
Cc1cc(C)c2nc(N3CCC(C(=O)NCc4cccnc4)CC3)sc2c1	-2	i	2	0	1	3	i	10	-7
CCOC(=O)C(=CNNc1ccsc1C(=O)OC)C(=O)OCC	-2	i	-3	-2	-1	-2	i	14	2
COc1cccc2cc(CC(=O)c3ccccc3)c(=O)oc12	-10	i	-5	0	2	2	i	4	-6
CCCN(CCC)Cc1cc(=O)oc2cc3c(cc12)CCC3	-2	i	27	2	-3	-1	i	10	-11

Other structures
SMILES	NadD inh	Rpn11 block	FAS-TE inh	CSN inh	Rin1-Abl PPI inh	MT1-MMP act inh	Neddyl block	MLLE-PAM2 inh	SKN-1 block
S=C(NC1CCCC1)N1CCN(c2ccccn2)CC1	-2	i	-5	-5	1	-1	i	-139	1
Nc1ccc(S(N)(=O)=O)cc1N	-1	i	-8	-8	-1	0	i	36	2
COc1cccc(NC(=O)CN(C)C(=O)Cn2cnc3ccccc3c2=O)c1	-8	i	-4	-1	2	2	i	4	1
COc1cccc2c1CCC1=CC(=O)CCC12C (configuration not stated)	1	i	-7	-8	1	-3	i	-10	24
CCN(CC)C(=O)[C@H]1C[C@H](CC(=O)NCc2ccc(OC)c(OC)c2)C(=O)N2CCc3c([nH]c4ccc(Cl)cc34)[C@]12C	3	i	9	-1	1	-2	i	-4	-12
CCO[C@@H]1OC(C(N)=O)=C[C@H](c2ccccc2)[C@H]1CCCO	2	i	-11	-1	-2	1	i	-4	17
CC(=O)NS(=O)(=O)c1ccc(NC(=S)NC(=O)C2CCC2)cc1	1	i	-4	2	1	-3	i	18	11
CC1CCCN(Cc2cccc(Oc3ccccc3)c2)C1 (configuration not stated)	-2	i	-9	4	0	-2	i	-4	5
O=C(CCCc1ccccc1)NCc1ccc2c(c1)OCO2	-1	i	1	0	-1	3	i	-5	18
CCOc1ccc(NC(=O)COC(=O)c2n[nH]c3ccccc23)cc1	-5	i	-22	-1	2	3	i	-2	11
Cc1cc(C(=O)NNC(=O)/C=C/c2ccco2)c(C)o1	2	i	-6	22	1	-6	i	15	2
CC(C)NC(=S)N/N=C1\CCCCC1C1CCCCC1 (configuration not stated)	0	i	20	8	-2	0	i	4	34
Cc1cc(C(=O)C(C)OC(=O)c2ccc(NC(=O)CC#N)cc2)c(C)n1-c1ccccc1 (configuration not stated)	14	i	15	-3	-1	-3	i	-32	13
CCOC(=O)C1CCN(C(=O)CN(c2ccc(Cl)c(C(F)(F)F)c2)S(C)(=O)=O)CC1	-3	i	10	2	0	1	i	9	5
COC(=O)c1ccccc1NC(=O)C1CC(=O)N(c2ccc(C)cc2)C1 (configuration not stated)	4	i	5	1	-6	1	i	0	5

(further entries)
SMILES	NadD inh	Rpn11 block	FAS-TE inh	CSN inh	Rin1-Abl PPI inh	MT1-MMP act inh	Neddyl block	MLLE-PAM2 inh	SKN-1 block
CN(CC(=O)Nc1ccc2c(c1)OCCO2)Cc1nc2ccccc2c(=O)[nH]1	3	i	-4	2	-3	-4	i	10	7
O=c1[nH][nH]c(=O)c2cc([N+](=O)[O-])ccc12	4&4	i	0&6	-2&1	-1&-1	5&-1	i	8&9	3&-6
COc1ccc(S(=O)(=O)N2CN(CCc3ccc(OC)c(OC)c3)c3nc4ccccc4nc32)cc1	-2	i	26	-18	2	-15	i	-2	5
Cc1ccc(C)c(Nc2c([N+](=O)[O-])ccc3nonc23)c1	-5	i	19	-1	-2	-10	i	-12	-3
O=c1c2c3c(sc2nc2n1CCCCC2)CCCC3	2	i	-4	-1	2	2	i	25	25
Cc1ccc([N+](=O)[O-])cc1N	-6	i	-4	4	0	-3	i	21	0
Cc1ccccc1-n1ncc2c1CC(C)(C)CC2NC(=O)CCC1=NNC(=O)CC1 (configuration not stated)	2	i	-2	0	0	-7	i	7	23
COc1ccc(CNC(=O)c2ccccc2NC(=O)C2=C(C)OCCS2)cc1	-5	i	-2	1	-1	0	i	-4	8
O=C(Nc1cccc2nsnc12)c1ccc(F)cc1	7	i	-4	-1	-1	1	i	-4	11
CN(CC(=O)Nc1ccccc1C(F)(F)F)C(=O)Cc1ccc(S(=O)(=O)N2CCOCC2)s1	-3	i	-5	1	1	-1	i	8	-12
CCCc1[nH]n(-c2nc3ccccc3s2)c(=O)c1C=NCCCN(CC)CC	-6	i	-2	-1	1	3	i	-1	2
O=C(NC(c1ccccc1)c1ccccn1)c1cccc([N+](=O)[O-])c1 (configuration not stated)	-6	i	24	-16	-3	-3	i	-9	1
Cc1ccc(-c2nc3ccc(Br)cn3c2Cc2ccsc2)cc1	7	i	-8	0	1	-1	i	3	18
Cc1ccc(S(=O)(=O)NCC(=O)N(CC(=O)NCc2ccco2)Cc2ccc3c(c2)OCO3)cc1	-3	i	0	-2	-1	-5	i	-5	-4
OCCC#Cc1ccc(CN2CCN(Cc3ccsc3)C(CCO)C2)cc1 (configuration not stated)	-5	i	10	-9	2	-2	i	-9	7
